V1aR counter: counter-screen for oxytocin receptor agonists: human V1a receptor agonists; activation, % at 3 µM; actives 0.25% (n = 320,000); CHO-V1R cells, Fluo-8 calcium fluorescence, agonist mode; 0% DMSO, 100% 3 nM vasopressin; P37288;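 active means activation above the mean activation of all tested compounds plus 3 SD, per screening run, cut at about 20% in these data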;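 further: signal is peak over basal fluorescence ratio across a 100 second FLIPR read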
Target sequence (P37288 whole entry, looked up): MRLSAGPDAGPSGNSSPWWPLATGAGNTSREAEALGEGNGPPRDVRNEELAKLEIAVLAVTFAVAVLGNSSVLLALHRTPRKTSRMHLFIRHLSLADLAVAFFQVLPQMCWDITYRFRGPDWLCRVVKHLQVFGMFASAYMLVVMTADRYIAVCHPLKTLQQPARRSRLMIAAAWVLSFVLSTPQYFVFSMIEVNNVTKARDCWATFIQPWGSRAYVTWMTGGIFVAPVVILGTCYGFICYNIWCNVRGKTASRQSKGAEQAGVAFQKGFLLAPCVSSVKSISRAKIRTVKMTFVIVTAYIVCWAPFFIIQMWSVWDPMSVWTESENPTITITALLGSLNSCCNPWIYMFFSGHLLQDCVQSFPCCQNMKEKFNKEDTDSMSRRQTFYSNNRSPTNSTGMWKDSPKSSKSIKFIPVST
OXTR ag: agonists of human oxytocin receptor. P30559. CHO-OTR cells, Fluo-8 calcium fluorescence; normalized: DMSO 0%, oxytocin 100%. activation, % at 3 µM. actives 0.32% (n = 320,000);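 active means activation above the mean of all tested compounds plus 3 SD, cutoff set per screening run, cut at about 20% in these data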;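 further: peak over basal fluorescence ratio from a 100 s FLIPR kinetic read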
Target sequence (P30559 whole entry, looked up): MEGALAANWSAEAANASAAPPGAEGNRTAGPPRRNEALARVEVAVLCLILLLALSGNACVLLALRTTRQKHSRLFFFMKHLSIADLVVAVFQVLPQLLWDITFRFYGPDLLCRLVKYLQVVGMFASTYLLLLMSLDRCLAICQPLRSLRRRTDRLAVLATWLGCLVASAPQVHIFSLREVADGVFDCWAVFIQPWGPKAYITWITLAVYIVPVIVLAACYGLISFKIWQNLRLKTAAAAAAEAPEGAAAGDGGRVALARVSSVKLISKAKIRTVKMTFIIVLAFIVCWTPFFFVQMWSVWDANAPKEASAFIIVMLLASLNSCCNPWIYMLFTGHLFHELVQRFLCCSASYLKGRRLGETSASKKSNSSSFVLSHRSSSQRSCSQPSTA
M1 antag: antagonists of human M1 muscarinic receptor | AID 588852 | inhibition, % at 3 µM | actives 1.3% (n = 360,000) | CHO-K1 hM1, Fluo-8 calcium fluorescence, ACh EC80 antagonist | P11229;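 active means percent inhibition above its own plate's cutoff, namely the mean of that plate's compound wells plus 3 SD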;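 further: peak over basal fluorescence ratio during 140 s after agonist addition; 0% = ACh EC80 plus DMSO and 100% = DMSO alone without agonist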
TAAR1 antag: human TAAR1 antagonism. inhibition, % at 3 µM. actives 1.5% (n = 360,000). Q96RJ0. CHO RD-HGA16 TAAR1, Fluo-8 calcium fluorescence, antagonist. AID 624466;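 active means inhibition above a per-plate cutoff, the mean inhibition of test compounds on that plate plus 3 SD, cut at about 49% in these data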;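 further: 0% = DMSO plus EC80 beta-PEA response and 100% = DMSO alone without agonist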
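Assay system: RD-HGA16 CHO cells with stable hTAAR1 and Gα16 / Reagent: EC80 β-phenethylamine stimulus / Doses: 3 µM, single point / Timing: dye loading 75 min at 37 °C, then 30 min room temperature / Measured by: Fluo-8 intracellular calcium dye fluorescence, real-time kinetic reads / Controls: vehicle wells and EC80 agonist wells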
M1 ag: human M1 muscarinic receptor agonism. P11229. actives 0.33% (n = 360,000). CHO-K1 hM1, Fluo-8 calcium fluorescence, agonist mode; 0% DMSO, 100% acetylcholine EC100. activation, % at 3 µM;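 active means activation above the run's mean compound activation plus 3 SD, cut at about 16% in these data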;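 further: peak over basal fluorescence ratio within a 140 s kinetic read after compound addition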
OXTR potentiator: potentiates the human oxytocin receptor response | P30559 | activation, % at 3 µM | CHO-OTR cells, Fluo-8 calcium fluorescence, potentiator mode; 0% = oxytocin EC15, 100% = EC100 | actives 0.061% (n = 320,000);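 active means activation above that plate's cutoff, the mean activation of tested compounds plus 3 SD, cut at about 6.6% in these data, passing the limit was not always enough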;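 further: 100% uses oxytocin at 75 nM as the full agonist control; some results filed as inactive read as strong as hits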
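Measured by – Fluo-8 calcium dye fluorescence · Test system – human OTR in CHO cells · Dosing – one concentration, 3.0 µM compound · Controls – EC15 oxytocin alone as 0%, 75 nM oxytocin as 100% · Evaluation – normalized max/min fluorescence ratio, % activation · Timing – 6 min pre-incubation, 100 s read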
TAAR1 agonist: human TAAR1 agonism; CHO RD-HGA16 TAAR1, Fluo-8 calcium fluorescence; vehicle wells 0%, saturating PEA agonist 100%; activation, % at 3 µM; Q96RJ0; actives 0.99% (n = 360,000);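 active means activation above the mean activation of all test compounds in the run plus 3 SD, cut at about 38% in these data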
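test system = CHO RD-HGA16 cells carrying human TAAR1 plus Gα16 | schedule = 17-24 h seeding, 75 min 37 °C dye, 30 min RT | compound dosing = 3 µM single concentration | control set = DMSO and PEA EC100 | replicates = n 1 | signal = Fluo-8 fluorescence, 5 s baseline then 140 s kinetic read | measure = percent activation vs PEA EC100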
M1 PAM: potentiates human M1 receptor response to acetylcholine | P11229 | CHO-K1 hM1, Fluo-8 calcium fluorescence, ACh EC20; 0% = ACh EC20, 100% = maximal ACh | activation, % at 3 µM | actives 0.088% (n = 360,000) | AID 588819; in the data active means activation above about 19%, passing the limit was not always enough
CHO parental Ca: signal in parental CHO cells, OX1R antagonist counter-screen | inhibition, % at 5.6 µM | parental CHO-K1, ATP-induced calcium, Fluo-8 fluorescence | actives 0.63% (n = 330,000);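 active means inhibition above that plate's mean sample inhibition plus 3 SD, cut at about 26% in these data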;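 further: 0% = ATP-challenged DMSO wells and 100% = DMSO wells without ATP; some compounds past the cut are filed as inactive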
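Assay system – parental CHO cells · Reagent – ATP stimulus · Detection – intracellular calcium via Fluo-8 no-wash fluorescent dye · Evaluation – percent inhibition of ATP-evoked calcium rise, normalized to controls · Controls – ATP wells versus no-ATP DMSO wells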
* = called active by the depositor; nt = not tested or not shown.

1	CCOC(=O)C1C(c2ccc(OC)cc2)N(C)OC1(O)C(F)(F)F (stereo not drawn)
2	O=C(CSc1nnc(-c2cccnc2)n1Cc1ccccc1)NCc1ccco1
3	O=C(NNC(=O)c1ccccc1-c1ccccc1C(=O)O)c1ccccc1
4	Cc1[nH]c(-c2ccc3c(c2)OCO3)nc1C(=O)O
5	C(=NOCc1ccccc1)c1ccncc1
6	COc1ccc(/C=N/NC(=O)c2ccc3c(c2)OCCO3)cc1[N+](=O)[O-]

compound no.	1	2	3	4	5	6
CHO parental Ca	5	-6	-7	9	nt	-10
V1aR counter	1.2	-0.4	-0.2	0.9	nt	1.0
OXTR ag	-0.1	-0.9	0.0	-0.7	nt	-2.1
M1 ag	-9	-5	-4	-5	-3	-5
TAAR1 antag	11	-14	10	-11	-20	-7
M1 PAM	7	5	5	-9	1	4
OXTR potentiator	-1	0	-3	-4	nt	6
TAAR1 agonist	1	0	9	3	0	-1
M1 antag	-1	-4	-1	16	-5	-4

7	COc1cc(CN2CCN(c3ncccn3)CC2)cc(OC)c1
8	O=C1[C@@H]2CSCN2C(=O)CN1Cc1ccc(F)cc1
9	CCOC(=O)c1sc(N2C(=O)C(O)=C(C(=O)c3ccco3)C2c2cccc(Cl)c2)nc1C (stereo not drawn)
10	COCCCN(C(C)=O)c1nc(-c2ccc(OC)cc2)cs1
11	CC(C)Cn1c(N)c(C(=O)CSc2nc3ncc(Cl)cc3[nH]2)c(=O)n(C)c1=O
12	COc1ccc(-c2cc(C(=O)NCc3cccc(Cl)c3)[nH]n2)c(C)c1

compound no.	7	8	9	10	11	12
CHO parental Ca	-11	-23	-5	-9	-12	nt
V1aR counter	-0.6	1.4	-0.1	0.2	8.3	nt
OXTR ag	0.0	-0.4	-0.8	-1.1	2.2	nt
M1 ag	-8	-3	-1	-5	0	-6
TAAR1 antag	-5	-16	-50	-7	26	2
M1 PAM	5	8	5	-1	1	0
OXTR potentiator	2	-15	-8	-3	-11	nt
TAAR1 agonist	3	6	5	8	18	-2
M1 antag	-15	-17	-7	-1	4	-2

13	CCN(CC(=O)Nc1c(F)cccc1F)C(=O)CSc1nc(C)cc(C)n1
14	CC(=O)NC1(C(F)(F)F)NC(=O)N(CCc2ccccc2)C1=O (stereo not drawn)
15	Cc1nc(C)c(-c2csc(Nc3ccc(S(N)(=O)=O)cc3)n2)s1
16	COc1ccc(N=[N+]([O-])c2ccc(OC)cc2)cc1
17	CC1=CC=CC2=N/C(=N\S(=O)(=O)c3ccc(F)cc3F)c3ccccc3CN12
18	N#Cc1cc(S(=O)(=O)N2CCOCC2)ccc1N1CCOCC1

compound no.	13	14	15	16	17	18
CHO parental Ca	-3	2	nt	nt	-25	-7
V1aR counter	-1.1	-0.3	nt	nt	0.4	2.0
OXTR ag	-1.4	2.1	nt	nt	-2.3	-0.2
M1 ag	-2	-2	0	-1	-5	-1
TAAR1 antag	0	-3	8	-12	-26	-27
M1 PAM	12	9	2	-2	8	11
OXTR potentiator	-5	4	nt	nt	-9	-3
TAAR1 agonist	-1	-1	3	1	0	1
M1 antag	-7	-13	-15	4	-8	-7

19	Cc1ccc(S(=O)(=O)OCCC2=CC(=O)CCN2Cc2ccccc2)cc1
20	Cc1cc(C)cc(NC(=O)CN2CCN(c3ccccc3)CC2)c1
21	COc1cc(C)c(NC(=O)COc2ccc3c(c2)CCC3)cc1OC
22	COc1ccc(-c2nc(CN3CCCCC3c3cccnc3)c(C)o2)c(F)c1 (stereo not drawn)
23	CCN1C(c2ccccc2)=C(c2ccccc2)S/C1=C\C=C1/SC(=S)N(C)C1=O
24	Cc1ccccc1OCC(=O)Nc1ccccc1NC(=O)c1ccco1

compound no.	19	20	21	22	23	24
CHO parental Ca	-14	-10	-18	-19	-18	-22
V1aR counter	-0.5	-0.2	7.5	0.3	1.6	1.8
OXTR ag	-2.5	-2.7	12	-1.5	2.9	1.3
M1 ag	-6	-4	1	-9	-8	-5
TAAR1 antag	8	-18	-4	-48	17	-2
M1 PAM	2	2	0	6	-6	1
OXTR potentiator	-2	-5	-12	-6	-2	-2
TAAR1 agonist	1	-4	4	0	-2	-2
M1 antag	-3	-8	0	-2	8	1

Filtered by structure: the compounds so far containing a COOH group.
3	O=C(NNC(=O)c1ccccc1-c1ccccc1C(=O)O)c1ccccc1
4	Cc1[nH]c(-c2ccc3c(c2)OCO3)nc1C(=O)O

compound no.	3	4
CHO parental Ca	-7	9
V1aR counter	-0.2	0.9
OXTR ag	0.0	-0.7
M1 ag	-4	-5
TAAR1 antag	10	-11
M1 PAM	5	-9
OXTR potentiator	-3	-4
TAAR1 agonist	9	3
M1 antag	-1	16

Next structures:
25	CCOC(=O)/C(=N\Nc1ccccc1Cl)N1CCN(C)CC1
26	CC(C)(O)C#Cc1ccc(CN2CCCC(CNC(=O)c3ccco3)C2)cc1 (stereo not drawn)
27	CN(/N=C/c1cccnc1)c1cnc2ccccc2n1
28	CC1CCCCC1NC(=O)c1cc(S(=O)(=O)N2CCOCC2)ccc1Cl (stereo not drawn)
29	CN1C(=O)[C@H]2[C@@H](C3CC3)N3C(=O)CN(Cc4ccccc4)C(=O)[C@@]3(C)[C@H]2C1=O
30	CCC(C)Sc1nc2c(c(=O)[nH]c(=O)n2C)n1CC(O)COc1ccccc1C (stereo not drawn)

compound no.	25	26	27	28	29	30
CHO parental Ca	-10	-11	-12	-17	-13	-41
V1aR counter	1.7	0.6	-0.1	-0.1	0.3	-0.2
OXTR ag	-0.2	0.1	-1.1	-0.7	-0.3	-1.7
M1 ag	-8	-6	-3	-1	-3	-2
TAAR1 antag	0	-11	-15	7	-14	24
M1 PAM	-4	-1	4	-6	-17	-10
OXTR potentiator	-5	-8	-4	-6	-2	-15
TAAR1 agonist	18	1	4	1	0	8
M1 antag	4	-8	9	4	29	15

Another view of 2 compounds above:
26. CC(C)(O)C#Cc1ccc(CN2CCCC(CNC(=O)c3ccco3)C2)cc1 (stereo not drawn)
  CHO parental Ca = -11
  V1aR counter = 0.6
  OXTR ag = 0.1
  M1 ag = -6
  TAAR1 antag = -11
  M1 PAM = -1
  OXTR potentiator = -8
  TAAR1 agonist = 1
  M1 antag = -8

27. CN(/N=C/c1cccnc1)c1cnc2ccccc2n1
  CHO parental Ca = -12
  V1aR counter = -0.1
  OXTR ag = -1.1
  M1 ag = -3
  TAAR1 antag = -15
  M1 PAM = 4
  OXTR potentiator = -4
  TAAR1 agonist = 4
  M1 antag = 9

Additional results
31	OC[C@H]1O[C@H](OCc2ccccc2)[C@H](O[C@@H]2OC[C@@H](O)[C@H](O)[C@H]2O)[C@@H](O)[C@@H]1O
32	Cc1c(C(c2cccc(Br)c2)c2c(C)n(C)n(-c3ccccc3)c2=O)c(=O)n(-c2ccccc2)n1C
33	CSc1ccccc1NC(=S)Nc1cc(C)cc(C)c1
34	COc1ccccc1N(C)S(=O)(=O)c1ccc(C(=O)N2CCCc3ccccc32)cc1
35	Cc1ccccc1C(=O)N/N=C/c1cccc2ccccc12
36	COc1cc(CNn2cnnc2)ccc1OCC(=O)NC1CCCCC1

compound no.	31	32	33	34	35	36
CHO parental Ca	-9	-18	0	15	-15	-7
V1aR counter	0.1	-0.7	1.6	9.6	-0.7	-0.2
OXTR ag	0.6	-0.4	-0.9	5.8	-2.4	1.1
M1 ag	-2	-2	-3	-3	-2	-5
TAAR1 antag	-22	4	12	45	0	4
M1 PAM	3	2	5	-12	15	6
OXTR potentiator	-1	1	-6	-15	-16	0
TAAR1 agonist	1	6	8	15	0	15
M1 antag	-6	-8	-6	15	-23	-6

37	C[C@H](CO)N1C[C@H](C)[C@@H](CN(C)C(=O)Nc2ccc3c(c2)OCO3)Oc2c(NS(=O)(=O)c3cn(C)cn3)cccc2C1=O
38	Cn1c(CSCc2ccc(F)cc2)n[nH]c1=S
39	COc1ccc(C2CC(O)(c3ccccc3)Oc3cc(OC)ccc32)cc1 (stereo not drawn)
40	CCCCN(C(=O)CSc1nnnn1-c1ccccc1OC)C1CCS(=O)(=O)C1 (stereo not drawn)
41	CN(CC(=O)NCCc1ccc(S(N)(=O)=O)cc1)CC(=O)Nc1ccc(Cl)cc1
42	C[C@H](CO)N1C[C@H](C)[C@@H](CN(C)C(=O)Nc2cc(F)ccc2F)Oc2ncc(-c3cccc(F)c3)cc2C1=O

compound no.	37	38	39	40	41	42
CHO parental Ca	5	nt	-14	-9	-5	nt
V1aR counter	-0.1	nt	-0.6	0.5	2.3	nt
OXTR ag	0.8	nt	0.3	-0.3	1.2	nt
M1 ag	-3	-2	-2	2	-1	4
TAAR1 antag	48	-22	32	-14	19	-18
M1 PAM	2	7	0	14	8	2
OXTR potentiator	1	nt	-7	-4	3	nt
TAAR1 agonist	9	0	-1	14	15	2
M1 antag	-12	-17	3	-13	-5	2

43	O=C(/C=C/c1ccc(F)cc1)N1CCCc2ccccc21
44	N#C/C(=C(/O)CSc1ccccn1)c1nc2ccccc2s1
45	NC(=O)c1ccc(NC(=O)COc2cccc3c2CCNC3=O)cc1
46	O=C(NCC(c1cccnc1)N1CCOCC1)C1CCCCC1 (stereo not drawn)
47	Cc1nc(CN2CCN(Cc3nc(C(c4ccccc4)c4ccccc4)no3)CC2)cs1
48	COc1ccc(C(=O)OCC(=O)Nc2c(C)cccc2C)cc1
49	COc1ccc(C(=O)Oc2c(OC)cc(C(=S)N3CCOCC3)cc2OC)cc1

compound no.	43	44	45	46	47	48	49
CHO parental Ca	-9	66*	nt	1	-22	-4	-12
V1aR counter	-1.1	27*	nt	3.4	0.9	0.4	8.0
OXTR ag	-2.5	14	nt	-0.6	-1.4	0.0	1.4
M1 ag	-3	-1	1	-2	-13	-3	-2
TAAR1 antag	21	4	-16	2	-12	3	6
M1 PAM	8	7	9	0	-32	12	1
OXTR potentiator	-9	-15	nt	-7	3	-9	0
TAAR1 agonist	2	8	3	1	-1	-2	4
M1 antag	-5	-7	-3	10	65*	-7	-8

Screens: PubChem BioAssay, The Scripps Research Institute Molecular Screening Center
